High-throughput results as filed in PubChem.
Peg3 promoter: Peg3 promoter-driven luciferase inhibitors, primary screen, cell-based, HeLa, luciferase luminescence | HeLa PEG-Prom luciferase reporter, overnight | inhibition, % at 20 µM | 1.7% of 360,000 active;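 active means inhibition of at least 50% at 20 µM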
NR2E3 ag-1: inhibitors of NR2E3-RetCOR corepressor binding, primary screen, NR2E3 agonist project, biochemical, TR-FRET, GST-NR2E3, biotin-RetCOR; Photoreceptor-specific nuclear receptor (Homo sapiens), Q9Y5X4; 1536-well; inhibition of corepressor binding, % at 4.78 µM; 0.12% of 320,000 active; AID 2300, 2010;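 active means percent inhibition above the cutoff of mean plus 3 SD of all tested compounds, set per screening campaign, cut at about 20% in these data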;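 further: 0% = DMSO wells and 100% = biotin wells as full block of FRET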
Target sequence (Q9Y5X4 whole entry, looked up): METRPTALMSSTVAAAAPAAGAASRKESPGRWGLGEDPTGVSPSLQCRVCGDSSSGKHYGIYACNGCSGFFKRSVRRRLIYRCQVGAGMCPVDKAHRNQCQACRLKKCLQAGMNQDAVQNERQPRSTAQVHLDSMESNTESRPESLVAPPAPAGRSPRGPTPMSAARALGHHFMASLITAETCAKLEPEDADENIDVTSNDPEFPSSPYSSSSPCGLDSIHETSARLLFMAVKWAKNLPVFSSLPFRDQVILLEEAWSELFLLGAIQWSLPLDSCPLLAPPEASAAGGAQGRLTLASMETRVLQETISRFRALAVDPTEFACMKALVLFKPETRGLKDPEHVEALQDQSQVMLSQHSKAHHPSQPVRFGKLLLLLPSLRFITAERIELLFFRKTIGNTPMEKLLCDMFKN
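System: GST-NR2E3 and biotin-RetCOR proteins; probe or stimulus: 7 nM biotin-RetCOR; doses: compound at 4.8 µM, single dose; schedule: Compound–protein incubation for 5 h at 4 °C; detection: time-resolved FRET; read-out: percent inhibition; controls: biotin wells as high control, 0.6% DMSO wells as low control; format: 1536-well plates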
MITF TRPM1 inh: inhibitors of MITF-dependent TRPM1 promoter reporter, primary screen, cell-based, SK-MEL-5, single point, luciferase; SK-MEL-5 TRPM1 promoter luciferase, 24 h; inhibition, % at 12.5 µM; 0.83% of 330,000 active; AID 488899, 2010;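 active means mean inhibition across replicates of 60% or more, whatever share of single replicates reaches that level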; further: values of inactives mirror those of a sister screen read the other way
Shn3 3UTR inh: reduction of Shn3 3'UTR firefly luciferase signal, primary screen, Schnurri-3 inhibitor project, cell-based, Clone20 osteoblasts, set 2; 0.52% of 360,000 active; AID 588674, 2011; Clone20 osteoblast Shn3 3'UTR firefly luciferase, 24 h; inhibition, % at 12.5 µM;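 active means mean inhibition of at least 75% with every replicate also reaching 75%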;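 further: 0% = median of neutral control wells and 100% = pilot-screen positive control compound; some compounds past the cut are filed as inactive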
C8 TRAIL sens: viability loss with TRAIL in NB7+C8 cells, primary screen, TRAIL sensitizer project, cell-based, ATPlite luminescence; inhibition (viability loss, TRAIL sensitization), % at 10 µM; 1% of 360,000 active;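 active means compounds causing at least 50% loss of cell viability in the single-dose screen, relative to plate controls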
CF NFkB block: inhibitors of PAF-induced NF-kB signaling, primary screen, cell-based, GFP fluorescence, uHTS | KKLEB NF-kB-GFP reporter, GFP fluorescence overnight | inhibition, % at 5 µM | 0.86% of 360,000 active;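 active means at least 50% inhibition at 5 µM, scaled per plate between neutral and stimulator controls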;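 further: PAF is a Pseudomonas aeruginosa culture filtrate used as stimulus; plate controls were PAF-stimulated DMSO wells for no effect and unstimulated DMSO wells for full effect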
EBV LMP1 NFkB: EBV LMP1-driven NF-kappaB luciferase reporter inhibitors, primary screen, cell-based, luminescence, single point | LMP1-induced NF-kappaB luciferase reporter cells | inhibition, % at 12.5 µM | 0.69% of 350,000 active | AID 504558, 2011; in the data active means inhibition above about 41%;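 further: 0% = neutral control wells and 100% = reference inhibitor control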
NR2E3 ag-2: NR2E3 agonists in two-hybrid cells, primary screen, cell-based, luminescence, CHO-S, Gal4-NCOR/VP16-NR2E3 | Photoreceptor-specific nuclear receptor (Homo sapiens), Q9Y5X4 | luciferase | inhibition of corepressor binding, % at 3.98 µM | 0.35% of 360,000 active | AID 602229, 2012;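 active means inhibition above the mean of all tested compounds plus 3 SD, cut at about 70% in these data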;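 further: 0% = DMSO with NR2E3 transfected cells and 100% = cells lacking NR2E3 construct; higher means lower luciferase signal from less NR2E3 corepressor binding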
hiPSC survival: enhancers of single-cell hiPSC survival, primary screen, ATPlite luminescence. 100% = ROCK inhibitor wells, 0% = DMSO. survival enhancement, % at 20 µM. 0.044% of 360,000 active. AID 602274, 2012; in the data active means survival enhancement above about 18%;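 further: cells exposed to compounds for 16 hours before the ATP read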
HIF-2a inh: HIF-2a reporter inhibitors, primary screen, luminescence, 786-0 RCC cells; inhibition, % at 18.8 µM; 786-0 RCC cells HIF-2a reporter, luciferase luminescence, overnight; 0.72% of 360,000 active;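 active means inhibition of the luminescence signal of 40% or more relative to plate controls, in a single-dose primary screen at 18.75 µM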
KKLEB tox: cytotoxicity in KKLEB CF airway cells, primary screen, cytotoxicity control for CF NF-kB inhibitor project, cell-based, uHTS, fluorescence assay plates | KKLEB CF airway cells viability, ATPlite luminescence, overnight; hits give low values; cells stimulated with P. aeruginosa culture filtrate | activity change (cytotoxicity), % at 5 µM | 0.36% of 360,000 active | AID 602141, 2011;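 active means corrected activity change at or below -50% at 5 µM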
* hit, by the source's call; · = no result given.

Values in the order: CF NFkB block	Peg3 promoter	Shn3 3UTR inh	HIF-2a inh	MITF TRPM1 inh	NR2E3 ag-2	KKLEB tox	NR2E3 ag-1	C8 TRAIL sens	EBV LMP1 NFkB	hiPSC survival
- COc1cccc(Nc2nc(C)cc(C)c2C(N)=O)c1
    5	11	13	-1	3	-23	11	2	0	4	1.9
- CCCn1c(=O)c(C(=O)N/N=C/c2ccc(F)cc2)c(O)c2ccccc21
    38	14	-4	6	8	-6	-48	3	11	5	2.8
- CC(C)[C@@H](CO)NC(=O)c1ccc2c3n(nc2c1)-c1ccc(Cl)cc1CO3
    -2	-344	-99	-320	-90	-88	1	5	20	-43	-1.8
- CC(C)c1ccc(Nc2ncccc2C(=O)O)cc1
    0	-225	-40	-186	-40	-155	3	2	21	-33	-0.5
- CNc1cc(-c2cc(OC)ccc2OC)ncn1
    -20	-4	-4	-11	·	-5	9	·	-4	·	0.8
- CC(C)(C)C1CCC(C(=O)NCCc2ccc(S(N)(=O)=O)cc2)CC1 (stereo unspecified)
    9	23	16	9	9	-1	6	0	-13	-8	1.0
- CCc1nc(SCC(=O)Nc2ccnc3ccccc23)n[nH]1
    27	12	1	23	11	2	-1	-2	0	6	-1.5
- CCN1C(=O)c2ccccc2Sc2ccc(C(=O)O)cc21
    1	2	5	18	-8	4	2	-3	-10	7	0.1
- Cc1ccccc1NC(=S)NCC(c1cccnc1)N(C)C (stereo unspecified)
    -9	15	-6	3	10	-18	19	-2	-6	-22	0.5
- CCCCOC(=O)C1=C(C)NC(=O)NC1c1ccc2c(c1)OCO2 (stereo unspecified)
    -6	9	-12	14	14	1	3	·	-7	-4	-0.5
- CC(C)(C)c1nc(C(C)(C)C)c(Br)c(=O)[nH]1
    4	8	11	13	3	-1	3	-1	6	15	0.9
- Cc1cc(C)nc(NS(=O)(=O)c2ccc(N/C=C3\CCCC3=O)cc2)n1
    -9	4	-1	16	1	-2	10	2	13	-9	5.3
- CCCc1[nH]nc2c1C(c1ccccc1OCC)C(C#N)=C(N)O2 (stereo unspecified)
    -18	17	-38	16	-1	-13	-4	1	9	-10	4.1
- CCCOc1ccc(C(=O)CCC(=O)OCC(=O)Nc2cccc(S(N)(=O)=O)c2)cc1
    -51	-36	-14	-31	1	-4	11	·	-11	-4	0.0
- CCOC(=O)c1nn(-c2ccc(Cl)cc2)c2nc(CC)c(C#N)c(=O)n12
    -10	-13	3	16	3	0	21	6	3	-3	-1.8
- O=C(NCCc1ccccc1)c1c(O)c2ccccc2[nH]c1=O
    -7	-161	-45	-165	-37	-12	-2	1	9	9	0.0
- Clc1cccc(COn2c(-c3ccc(Cl)cc3Cl)nc3ncccc32)c1
    4	24	10	8	-5	-4	-6	0	-18	-2	0.5
- Cc1ccc(-n2nc3c(N4CCC(C(=O)NCc5ccc(C)o5)CC4)nnc(C)c3c2C)cc1
    6	-2	-33	7	42	6	2	-2	2	-8	-0.1
- CCOCCCNC(=O)C(NC(=O)c1ccc(NC(C)=O)cc1)c1ccccc1 (stereo unspecified)
    0	1	8	0	-21	-23	5	-1	9	3	2.0
- CSc1cccc(CN2CCC(Oc3ccc(C(=O)N4CCCCC4)cc3)CC2)c1
    12	28	8	21	-9	14	5	-2	5	-3	-0.3

Sorted by number of heavy atoms (low to high): some entries from above.
Values in the order: CF NFkB block	Peg3 promoter	Shn3 3UTR inh	HIF-2a inh	MITF TRPM1 inh	NR2E3 ag-2	KKLEB tox	NR2E3 ag-1	C8 TRAIL sens	EBV LMP1 NFkB	hiPSC survival
- COc1cccc(Nc2nc(C)cc(C)c2C(N)=O)c1
    5	11	13	-1	3	-23	11	2	0	4	1.9
- CC(C)[C@@H](CO)NC(=O)c1ccc2c3n(nc2c1)-c1ccc(Cl)cc1CO3
    -2	-344	-99	-320	-90	-88	1	5	20	-43	-1.8
- Cc1ccc(-n2nc3c(N4CCC(C(=O)NCc5ccc(C)o5)CC4)nnc(C)c3c2C)cc1
    6	-2	-33	7	42	6	2	-2	2	-8	-0.1

The list continues.
Values in the order: CF NFkB block	Peg3 promoter	Shn3 3UTR inh	HIF-2a inh	MITF TRPM1 inh	NR2E3 ag-2	KKLEB tox	NR2E3 ag-1	C8 TRAIL sens	EBV LMP1 NFkB	hiPSC survival
- CCN(CC)C(=S)SCC(=O)NC12CC3CC(CC(C3)C1)C2
    5	8	-1	6	-3	-41	5	-2	-4	-3	-1.2
- Cc1cc(=O)[nH]c(SCC(=O)Nc2ccc(F)cc2)c1C#N
    2	12	-6	0	6	-12	8	4	-9	-10	-0.7
- COc1cc(C=O)ccc1OCC(=O)NC(C)(C)C
    1	9	11	8	-17	-22	8	1	6	-1	1.5
- O=C(COc1ccc2ccccc2c1Br)Nc1cccnc1
    -10	-327	-41	-232	-114	15	-2	8	14	0	-0.2
- CC1CCN(C(=O)CSc2nc(N)c3c4c(sc3n2)CN(C)CC4)CC1
    -1	2	8	5	7	12	-4	·	-14	7	3.5
- COc1ccc(-c2nnc(SCC(=O)N3CCCCC3)o2)cc1
    17	-154	-18	-157	·	-28	-6	5	1	6	0.0
- Cc1ncc([N+](=O)[O-])n1CCOC(=O)c1cc(Cl)cc(Cl)c1N
    -1	-108	18	-5	5	-2	-5	0	7	4	-1.0
- CC(OC(=O)Cc1c[nH]c2ccccc12)C(=O)N(C)c1ccccc1 (stereo unspecified)
    2	-11	6	5	9	-11	6	1	-5	-4	0.1
- CCN1C(=O)N[C@@H](c2cccc(F)c2)C(C(=O)OC)=C1C
    3	-3	17	-1	18	-36	-4	5	-13	5	2.7
- CCN(C(=O)CN1C(=O)S/C(=C\c2cccc(OC)c2)C1=O)C1CCS(=O)(=O)C1 (stereo unspecified)
    -8	-1	-17	-4	5	-31	-2	0	-17	0	-0.5
- CC(C)C1NC(C(=O)O)Cc2c1[nH]c1ccccc21 (stereo unspecified)
    0	20	15	15	-3	-10	0	3	-2	13	0.2
- O=C(NCCCN1CCOCC1)C1CC(=O)N(C2CCCCC2)C1 (stereo unspecified)
    11	-2	8	12	7	12	-5	1	-8	-6	8.7
- CC1CCCC(C)N1CCNC(=O)C1CCN(S(=O)(=O)N2CCCCC2)CC1 (stereo unspecified)
    8	-1	3	5	3	7	1	1	25	1	-1.3
- COc1cccc(/C=C2/SC(=S)N(CCCC(=O)Nc3ccc(O)cc3)C2=O)c1
    21	99*	29	20	-9	54	-16	1	12	31	0.0
- COc1ccc(NC(=O)C2Cc3c(-c4cccc(C(C)=O)c4)ccnc3O2)cc1OC (stereo unspecified)
    -104	25	91*	-2	·	38	13	·	19	·	0.5
- CCCCc1nc(SCC(=O)Nc2cc(C)on2)n[nH]1
    4	7	-8	-2	13	2	2	4	-1	-8	-4.1
- COc1ccc(OC)c(NC(=O)c2ccccc2NS(=O)(=O)c2cccc3cccnc23)c1
    6	24	-6	17	-5	6	2	0	-6	-3	-1.0
- O=C(CCc1ccccc1)Nc1cc(C(=O)O)cc(C(=O)O)c1
    -2	-4	-39	3	7	10	-1	3	-3	-9	0.5
- COc1ccc2nc(Nc3ccccc3)sc2c1
    -19	-337	-69	-322	-92	-154	-9	0	52*	-56	-0.7
- Cc1ccc(C)c(OCC(=O)N(C)CC(=O)Nc2ccc(Cl)c(C(F)(F)F)c2)c1
    -33	28	-5	-1	-4	10	-6	0	-5	-3	-0.1
- CCOc1ccc(CC(C(=O)NN)C(=O)NN)cc1CN(C)C
    11	4	4	9	0	9	-3	0	-1	-10	-2.9
- O=C(c1ccccc1)c1ccc2nc(N3CCCCC3)c3nncn3c2c1
    0	17	55	-2	-1	-20	-1	-1	20	5	0.8
- O=C(CN1CCc2ccccc21)NCc1ccccc1Cl
    20	-23	-6	-31	-1	-38	-9	1	-4	-11	0.3
- CC(C)c1ccc(CN2CCN(S(=O)(=O)c3ccc(Cl)s3)CC2)cc1
    17	10	-3	4	·	3	-3	0	-1	3	-0.2
- CCn1c(SCC(=O)Nc2ccc3c(c2)oc2ccccc23)nnc1-c1ccc(N)cc1
    -16	-95	-26	-167	10	-16	-19	-5	17	5	-0.4
- COc1ccc2c(c1)cc1n2CCN=C1N
    -3	11	-1	2	-16	3	6	2	7	2	0.6
- O=c1onc(-c2ccccc2Cl)n1-c1ccccc1Cl
    2	19	-3	17	-4	8	-24	-6	-11	12	-0.2
- COC(=O)CCNC(=O)c1ccc2nc(Cc3ccc(OC)cc3)oc2c1
    0	-12	6	-43	-5	7	-2	-1	11	9	-0.8
- CC(C)c1ccc(NC(=O)Cc2c(C(=O)O)n(C)c3ccccc23)cc1
    -14	13	-12	12	8	-27	1	3	-6	0	0.1
- C[C@@H](C(=O)NCc1ccccn1)[C@@H]1C[C@@]1(C)[C@@H](NC(=O)OCc1ccccc1)c1ccccc1
    -11	0	8	-3	-10	7	10	-2	-3	6	1.2
- O=C(N/N=C/c1ccc[nH]1)c1cccnc1
    -2	2	10	7	7	-23	-6	2	-13	8	-1.6
- Cc1nc2ccc(NS(=O)(=O)c3cccc([N+](=O)[O-])c3)cc2s1
    27	0	49	8	10	63	-20	·	2	5	0.2
- O=C(COc1ccccc1-c1ccccc1)N/N=C/c1cccc2ccccc12
    39	27	12	14	53	32	-8	-1	-8	7	-0.8
- O=S(=O)(c1ccccc1)c1nc(-c2ccccc2)oc1N1CCCCC1
    3	22	4	-15	-6	-22	10	5	1	3	0.1
- C1CCN(c2nc3nonc3nc2NCC2CCOCC2)CC1
    -11	1	·	9	29	34	4	2	-1	-26	-0.5
- CCOc1ccc2cc(S(=O)(=O)N3CCCCC3)ccc2c1
    16	8	-7	2	6	-7	-4	0	8	2	0.0
- Clc1ccc2nc(CSc3ccccc3)cn2c1
    -14	-76	13	-46	-22	-131	5	0	26	10	-0.1
- CCOc1ccc(C(=O)Nc2nnc(S(=O)(=O)N(C)Cc3ccco3)s2)cc1
    27	-5	-4	-108	13	-6	-17	6	11	·	-0.3
- COc1ccccc1C(=O)OCC(=O)NC(=O)NC1CCCCC1
    13	-5	23	16	2	-7	-1	·	24	5	-0.5
- O=C(Nc1cc(S(=O)(=O)Nc2ccccc2Cl)ccc1O)c1cc2c(s1)CCCC2
    -5	15	-7	6	6	-3	13	2	-26	-4	0.6
- CCOC(=O)c1cnc2c(C)c(C)ccc2c1Nc1ccc(S(=O)(=O)Nc2ncccn2)cc1
    4	7	21	-1	8	-30	-3	-1	2	-7	2.5
- Cc1nc2ccc(NC(=O)COc3ccccc3)cc2s1
    -17	-258	-13	-248	-42	-7	10	·	17	-3	0.9
- COc1ccccc1C(=O)N(Cc1ccc(Cl)cc1)C1CCS(=O)(=O)C1 (stereo unspecified)
    2	1	-8	5	-6	-7	-2	-5	-4	5	0.1

An excerpt; count on the stated rates, not on these rows.
